PAX8 inh HTS = lowers PAX8-driven luciferase in RMG-I cells | RMG-I TPO-luciferase reporter, SteadyGlo, 24 h | inhibition, % at 12.6 µM | 360,000 tested, 1.2% active;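 active = mean replicate inhibition at least 60% with every replicate also reaching 60%; inconclusive = only one of the two criteria is met; inactive = mean below 60% and not all replicates reaching 60%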;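 note: luciferase light reporting Pax8 driven TPO promoter activity; plate controls were median of neutral control wells for no effect and mitoxantrone controls for full effect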
LGR2 antag = Drosophila LGR2 receptor signaling inhibition; HEK293 LGR2, CRE-luciferase, bursicon-stimulated, 4 h; inhibition, % at 9.99 µM; 380,000 tested, 0.35% active; AID 720647;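 active = drop in luminescence signal, shown as inhibition above about 50% in the replicate tests, limit read from the data, passing the limit was not always enough; inconclusive = probably only some replicates passing the limit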;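 note: agonist challenge used bursicon conditioned medium at about half maximal strength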
EWS-Fli block = inhibitors of EWS/Fli oncoprotein transcriptional activity; A673 NR0B1-luciferase reporter, viability-normalised; inhibition, % at 12.6 µM; 350,000 tested, 0.67% active; AID 651661;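 active = mean inhibition of at least 50% after viability correction, with every replicate also passing that limit; inconclusive = mean reaches 50% but only one of two replicates passes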;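 note: firefly luciferase signal divided by Alamar Blue viability fluorescence both relative to DMSO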
ARNT-TACC3 inh = disrupts binding between human ARNT and TACC3 | Q9Y6A5 | AlphaScreen His-ARNT PAS-B/GST-TACC3 binding, luminescence; TACC3 fragment carries E629A point mutation | inhibition, % at 9.99 µM | 390,000 tested, 0.66% active | AID 623870;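 active = mean inhibition of replicates at least 50% and at least half of replicates each reaching 50%; inconclusive = half or more replicates reach 50% but mean below 50%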;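 note: 0% = complete ARNT plus TACC3 wells and 100% = ARNT alone without TACC3; many hits fall short of the cut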
Casp6 inh = caspase-6 (human) enzyme inhibition. AID 686996. 350,000 tested, 0.53% active. P55212. purified caspase-6, Z-VEID-R110 cleavage fluorescence. inhibition, % at 12.5 µM;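 active = mean inhibition across replicates at least about 35%, with every replicate also reaching that limit, limit read from the data; inconclusive = only one of the two criteria met; inactive = neither criterion met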;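 note: 0% = median of neutral control wells and 100% = no fluorescence left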
Target sequence (P55212 24-179 limits assumed): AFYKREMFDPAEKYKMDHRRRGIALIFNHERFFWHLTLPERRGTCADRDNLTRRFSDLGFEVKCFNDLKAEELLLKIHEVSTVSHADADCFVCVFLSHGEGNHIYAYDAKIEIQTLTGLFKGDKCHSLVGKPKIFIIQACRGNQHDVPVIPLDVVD
Target sequence (P55212 194-293 limits assumed): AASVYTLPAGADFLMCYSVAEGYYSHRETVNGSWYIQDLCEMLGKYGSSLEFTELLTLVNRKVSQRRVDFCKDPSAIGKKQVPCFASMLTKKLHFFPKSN
SIRT5 block = inhibitors of human sirtuin-5 desuccinylase; Q9NXA8; Purified SirT5, succinyl-peptide AMC, trypsin-coupled fluorescence; inhibition, % at 15 µM; 330,000 tested, 1.1% active; in the data active = inhibition above about 15%; inconclusive = no clear call, values can overlap the other calls
Target sequence (Q9NXA8 whole entry, looked up): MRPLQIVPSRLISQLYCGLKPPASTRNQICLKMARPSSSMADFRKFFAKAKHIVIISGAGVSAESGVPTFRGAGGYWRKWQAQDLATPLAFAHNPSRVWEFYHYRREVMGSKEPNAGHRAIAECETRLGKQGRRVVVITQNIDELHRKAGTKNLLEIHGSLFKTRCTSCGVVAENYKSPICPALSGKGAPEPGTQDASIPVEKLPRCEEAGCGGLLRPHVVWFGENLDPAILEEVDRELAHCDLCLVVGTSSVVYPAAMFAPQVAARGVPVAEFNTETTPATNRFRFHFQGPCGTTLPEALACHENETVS
DENV2 CPE rescue = DENV2-induced cell death inhibition. DENV2-infected cells, cytopathic effect rescue, plate reader. CPE inhibition, % at 9.99 µM. 350,000 tested, 1.7% active. AID 651640; in the data active = CPE inhibition above about 20%, passing the limit was not always enough; inconclusive = no clear call, values can overlap the other calls; tested in BHK-21 cells;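 note: 0% = median of neutral control wells and 100% = median of positive control wells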
Active calls of the source: *; ? = inconclusive; · = no result given; & = joins results of further samples.

SMILES	PAX8 inh HTS	LGR2 antag	EWS-Fli block	ARNT-TACC3 inh	Casp6 inh	SIRT5 block	DENV2 CPE rescue
COc1ccc(CN2[C@@H]3CN(C(=O)NC(C)C)c4ccccc4[C@@H]3[C@@H]2CO)cc1	-6	-1	5	-21	1	0	-9
C[C@@H]1CN([C@H](C)CO)C(=O)c2c(c3ccccc3n2C)-c2ccccc2CO[C@@H]1CN(C)C(=O)[C@H]1CCCN1C	24	-13	9	-3	1	2	5
CCOC(=O)Nc1ccc2c(c1)nc1n2CCN(CCOC)C1	-9	-3	4	1	-1	-9	-2
CC1=C(C(=O)N2CCCCCC2)CC(CC(=O)NCCCN(C)C)C(=O)N1Cc1ccccc1 (configuration not stated)	-6	-4	0	·	-5	3	1
COc1ccc(-n2c(CN3CCN(c4ccc(F)cc4)CC3)nc3ccc([N+](=O)[O-])cc3c2=O)c(OC)c1	22	4	8	·	-1	-3	3
CCOc1ccc(N2CC(C(=O)Nc3nnc(Cc4ccc(OC)c(OC)c4)s3)CC2=O)cc1 (configuration not stated)	-4	-7	-8	-53	3	-1	-4
O=C1NC(=O)/C(=C/c2ccc(-c3cc(C(=O)O)ccc3Cl)o2)S1	12	11	-4	12	5	26*	-1
CCC(=O)c1ccc(Oc2ccc(C(=O)c3ccc(C)cc3)cc2[N+](=O)[O-])cc1	2	1	13	2	-1	-3	3
CC(=O)N[C@@H]1CC[C@@H](CCNC(=O)C2CCCC2)O[C@H]1CO	-2	13	1	-6	0	-2	1
COc1ccc(-c2[nH]c3ccccc3c2SCCN)cc1	10	-36	-20	0	-2	0	8
C[C@H](CO)N1C[C@H](C)[C@@H](CN(C)C(=O)Nc2ccccc2)Oc2c(NS(=O)(=O)c3cccs3)cccc2C1=O	27	15&3	-6&5	-3	-1	24*	6
CN(C)CCCNC(=O)[C@H]1[C@H](CO)[C@H]2Cn3c(ccc(-c4ccc(F)cc4)c3=O)[C@@H]1N2C	-5	11	6	·	·	-5	-6
CC1CCCCC1NC(=O)C1CCCN1S(=O)(=O)c1cccc2nsnc12 (configuration not stated)	11	-32	-3	-2	-2	2	13
COCC(=O)N1CCc2ccc(NC(=O)c3ccc(C(F)(F)F)cc3)cc2C1	13	15	-2	-15	-1	-1	-2
O=[N+]([O-])c1cc(C(F)(F)F)cc([N+](=O)[O-])c1N1CCN(S(=O)(=O)c2ccccc2)CC1	6	8	·	-24	·	·	·
CCc1ccc(NC(=O)c2cc(S(=O)(=O)N3CCc4ccccc43)cn2C)cc1	43	20	7	2	0	-1	0
CC(=O)N(C)C[C@@H]1[C@H](c2ccc(-c3ccc(F)cc3)cc2)[C@H](CO)N1C(C)=O	·	0	9	·	0	8	1
COc1ccc(OC)c(NC(=O)CCN2CCN(C)CC2)c1	18	2	7	-1	-10	1	-2
NCC12CC3CC(C1)CC(c1ccc(Br)cc1)(C3)C2	17	-20	22	-9	-14	-7	7
N#C/C(=C\c1ccccc1)C(=O)NCc1ccc(F)cc1	14	-8	2	-18	5	0	-4
Cc1noc(C)c1NC(=O)Nc1ccc2c(c1)C(=O)N([C@@H](C)CO)C[C@H](C)[C@@H](CN(C)S(=O)(=O)c1ccc(Cl)cc1)O2	·	14	-9	0	2	0	9
Cc1noc(C)c1COc1ccccc1C(=O)NCCOc1ccccc1	-5	-1	-14	1	-43	-1	5
Cc1ccc(S(=O)(=O)N(C)C[C@@H]2OCCCC[C@H](C)Oc3ccc(NS(=O)(=O)c4ccc(F)cc4)cc3C(=O)N([C@H](C)CO)C[C@H]2C)cc1	87*	14	2	9	1	22*	8
COc1ccc(C)cc1S(=O)(=O)N(CC(=O)Nc1cccc([N+](=O)[O-])c1)c1ccc(C)cc1	23	33	19	-6	-3	0	-9
COC(=O)C=C1CCC2C3CC(F)C4(O)CC(=O)CCC4(C)C3C(=O)CC12C (configuration not stated)	0	-9	1	5	6	-3	-8
COc1ccc(NS(=O)(=O)c2cccc(C(=O)N3CCCC3)c2)cc1	-4	1	-3	-3	-3	-2	9
CCN(CC)C(=O)C1=C(C)N(Cc2ccc(OC)cc2)C(=O)C(CC(=O)NCCN2CCOCC2)C1 (configuration not stated)	-11	4	2	·	4	-6	-6
Cc1cccc(NC(=S)N(CCCN2CCOCC2)Cc2ccco2)c1	-4	-10	5	-2	·	3	2
CC(=O)N(CCc1cccc(C)c1)Cc1cc2ccc(C)cc2[nH]c1=O	8	8	-9	1	0	-4	0
CCCCCC(=O)N1C[C@@H](n2cc(C3CC3)nn2)[C@H](O)C[C@@H]1c1ccc(C)cc1	-5	-9	19	·	-1	-1	-2
Cc1ccc(OCC(=O)N2CCc3ccccc3C2)c(C)c1	21	-6	9	7	-6	3	-2
Cc1cccc(S(=O)(=O)N2CCCCN3[C@H](CO)[C@H](c4ccc(-c5ccccc5)cc4)[C@@H]3C2)c1	16	·	14	-1	2	-1	-4
Cc1noc(C)c1NC(=O)Nc1ccc2c(c1)C(=O)N([C@H](C)CO)C[C@H](C)[C@H](CN(C)S(=O)(=O)c1ccccc1)OCCCC[C@@H](C)O2	-19	11	-4	-2	0	-1	8
O=C(Nc1nnc(C2=COCCO2)o1)c1ccc([N+](=O)[O-])cc1	-4	6	3	41*	3	0	9
Cc1cc2nc(-c3ccc(F)cc3)c(CC3CCCCC3)n2c(C)c1Br	19	-2	9	·	-1	-3	-3
CN(NS(=O)(=O)c1ccc(Cl)cc1)c1nc(C(F)(F)F)nc2ccccc12	-29	-7	-1	·	-1	2	0
C[C@H]1CN(c2ccc(N3CCNC[C@@H]3C)cc2C#N)CCN1Cc1ccccc1	-9	2	13	·	6	0	18
C[C@@H]1CN([C@H](C)CO)C(=O)c2cc(NC(=O)c3ccccc3)ccc2O[C@@H](C)CCCCO[C@H]1CN(C)C(=O)Nc1ccccc1	-11	0	-12	-14	2	-1	-4
O=C(CCNS(=O)(=O)c1ccccc1C(F)(F)F)NC1CCCCCC1	-2	-7	-1	1	-2	1	4
COCc1c(C(=O)NC2CCCCC2)sc2cccc(F)c12	-50	-21	-28	-11	3	-3	-6
CCN(CC(=O)NC1CCS(=O)(=O)C1)S(=O)(=O)c1ccc(C)cc1C (configuration not stated)	-1	5	5	1	1	1	3
CCn1cc(C(=O)N2CC(C)CC(C)C2)c(=O)c2cc(S(=O)(=O)N3CCCC3)ccc21 (configuration not stated)	-7	20	2	-5	-3	1	1
CCc1nc2c(OCc3ccccc3OC)cccn2c1N(C)C(=O)C(C)C	3	·	6	·	0	-1	4
COc1ccc(N2C(=NC(=O)CCCc3ccccc3)SC3CS(=O)(=O)CC32)cc1 (configuration not stated)	6	13	0	·	-1	1	8
O=C(NC1CCCC1)[C@@H]1[C@@H](CO)[C@@H]2Cn3c(ccc(-c4cccnc4)c3=O)[C@@H]2N1CCc1ccccc1	-1	-5	3	-5	1	-4	?
Oc1ccccc1C=NCCCCCCN=Cc1ccccc1O	0	3	0	9	-90	1	3
CC(C)(C)c1ccc(Nc2n[nH]c3ccccc23)cc1	-170	-27	-63	·	-1	-3	66*
CN(CCO)c1cc(N(C)CCO)c([N+](=O)[O-])cc1[N+](=O)[O-]	-11	7	7	·	3	·	0
Nc1ncnc2c1ncn2[C@@H]1O[C@H](C(=O)N[C@@H](CCc2ccccc2)C(=O)N2CCN(C(=O)N3CCCCC3)CC2)[C@@H](O)[C@H]1O	16	-18	-12	·	-3	0	-2
COC(=O)/C(C#N)=C/c1ccc(-c2ccc(S(N)(=O)=O)cc2)o1	-3	4	24	-5	7	5	8
Nc1nc(SCc2ccc([N+](=O)[O-])cc2)c2ncn(C3OC(CO)C(O)C3O)c2n1 (configuration not stated)	53	-7	-6	-15	19	0	4
Cc1ccc(N(C(=O)c2ccc3c(c2)OCO3)C2C=CS(=O)(=O)C2)cc1 (configuration not stated)	·	9	·	-1	1	·	·
O=C(O)C1=C[C@@H](c2coc3ccccc3c2=O)C[C@@H](OCCCCO)O1	-7	-2	1	4	6	-1	0
O=C(CSc1nc2ccccc2c(=O)n1-c1ccccc1)N1CCc2ccccc21	21	-7	·	0	·	·	·
CCc1ccccc1NC(=O)C(C)n1nc([N+](=O)[O-])c(Br)c1C (configuration not stated)	·	2	-2	3	5	-1	3
O=C1CCCc2[nH]c(-c3ccccc3)nc21	-39	·	-21	·	2	0	1
O=C(C[C@H]1CC[C@H](NC(=O)c2ccc3c(c2)OCO3)[C@@H](CO)O1)NC1Cc2ccccc2C1	7	7	1	-3	-2	-2	4
CCN(CC(=O)Nc1ccccc1C(F)(F)F)C(=O)c1ccccc1Cc1ccccc1	0	-4	-3	-7	10	3	2
O=C(NC1CCCC1)c1cc(S(=O)(=O)N2CCOCC2)c(Cl)cc1Cl	-2	-17	-4	2	-7	-4	0
CCC/C(C(=O)NCCO)=C1/c2ccccc2C(=O)N1c1ccccc1	10	-9	-6	-4	0	·	?
Cc1ccn(C(=O)c2ccc(NC(=O)C3CC3)cc2)n1	1	10	-8	-10	-5	-4	0
COc1ccc2c3c1O[C@H]1C[C@@H](O)C=C[C@@]31CCN(C)C2	-4	-12	-11	-2	7	-4	13
CN(C(=O)c1ccc(NC(=O)Cc2cccc(NC(=O)C3CCCN(C(=O)C4CCCCC4)C3)c2)cc1)C1CCCC1 (configuration not stated)	22	10	12	-1	-1	·	-14

Ordered by count of non-hydrogen atoms (lowest first): part of the list above
SMILES	PAX8 inh HTS	LGR2 antag	EWS-Fli block	ARNT-TACC3 inh	Casp6 inh	SIRT5 block	DENV2 CPE rescue
O=C1CCCc2[nH]c(-c3ccccc3)nc21	-39	·	-21	·	2	0	1
CC(C)(C)c1ccc(Nc2n[nH]c3ccccc23)cc1	-170	-27	-63	·	-1	-3	66*
COc1ccc2c3c1O[C@H]1C[C@@H](O)C=C[C@@]31CCN(C)C2	-4	-12	-11	-2	7	-4	13
CN(CCO)c1cc(N(C)CCO)c([N+](=O)[O-])cc1[N+](=O)[O-]	-11	7	7	·	3	·	0
COC(=O)/C(C#N)=C/c1ccc(-c2ccc(S(N)(=O)=O)cc2)o1	-3	4	24	-5	7	5	8
Oc1ccccc1C=NCCCCCCN=Cc1ccccc1O	0	3	0	9	-90	1	3
O=C(NC1CCCC1)c1cc(S(=O)(=O)N2CCOCC2)c(Cl)cc1Cl	-2	-17	-4	2	-7	-4	0
CCC/C(C(=O)NCCO)=C1/c2ccccc2C(=O)N1c1ccccc1	10	-9	-6	-4	0	·	?
O=C(CSc1nc2ccccc2c(=O)n1-c1ccccc1)N1CCc2ccccc21	21	-7	·	0	·	·	·
CCN(CC(=O)Nc1ccccc1C(F)(F)F)C(=O)c1ccccc1Cc1ccccc1	0	-4	-3	-7	10	3	2
O=C(C[C@H]1CC[C@H](NC(=O)c2ccc3c(c2)OCO3)[C@@H](CO)O1)NC1Cc2ccccc2C1	7	7	1	-3	-2	-2	4
CN(C(=O)c1ccc(NC(=O)Cc2cccc(NC(=O)C3CCCN(C(=O)C4CCCCC4)C3)c2)cc1)C1CCCC1 (configuration not stated)	22	10	12	-1	-1	·	-14
Nc1ncnc2c1ncn2[C@@H]1O[C@H](C(=O)N[C@@H](CCc2ccccc2)C(=O)N2CCN(C(=O)N3CCCCC3)CC2)[C@@H](O)[C@H]1O	16	-18	-12	·	-3	0	-2
